Assay outcomes deposited in PubChem by National Center for Advancing Translational Sciences (NCATS).
TDP1 cell CPT = qHTS for Inhibitors of human tyrosyl-DNA phosphodiesterase 1 (TDP1): qHTS in cells in presence of CPT; chicken DT40 Tdp1-/-;hTDP1 cells + 20 nM CPT, ATP luminescence, 48 h; Potency, µM (series often up to 46.2 µM), inactives show at the highest dose activity change, negative = growth inhibition, actives largely listed as inhibitors; 420,000 tested, 12% active; note: nearly all actives have a fitted effect of over 55% in size
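Chicken DT40 Tdp1-/- cells complemented with human TDP1, 400 cells/well, exposed to compounds plus 20 nM camptothecin for at least 48 h at 37 C; viability read as ATP content by CellTiter-Glo luminescence.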
KAT2A inh = qHTS Assay for Inhibitors of GCN5L2. Histone acetyltransferase KAT2A (Homo sapiens), Q92830. GCN5L2 HAT assay, ThioGlo1 CoA-SH fluorescence. Potency, µM (series often up to 58.9 µM), without a hit: at the top dose activity change, negative = inhibition, actives largely listed as inhibitors. 390,000 tested, 0.21% active
Target sequence (Q92830 whole entry, looked up): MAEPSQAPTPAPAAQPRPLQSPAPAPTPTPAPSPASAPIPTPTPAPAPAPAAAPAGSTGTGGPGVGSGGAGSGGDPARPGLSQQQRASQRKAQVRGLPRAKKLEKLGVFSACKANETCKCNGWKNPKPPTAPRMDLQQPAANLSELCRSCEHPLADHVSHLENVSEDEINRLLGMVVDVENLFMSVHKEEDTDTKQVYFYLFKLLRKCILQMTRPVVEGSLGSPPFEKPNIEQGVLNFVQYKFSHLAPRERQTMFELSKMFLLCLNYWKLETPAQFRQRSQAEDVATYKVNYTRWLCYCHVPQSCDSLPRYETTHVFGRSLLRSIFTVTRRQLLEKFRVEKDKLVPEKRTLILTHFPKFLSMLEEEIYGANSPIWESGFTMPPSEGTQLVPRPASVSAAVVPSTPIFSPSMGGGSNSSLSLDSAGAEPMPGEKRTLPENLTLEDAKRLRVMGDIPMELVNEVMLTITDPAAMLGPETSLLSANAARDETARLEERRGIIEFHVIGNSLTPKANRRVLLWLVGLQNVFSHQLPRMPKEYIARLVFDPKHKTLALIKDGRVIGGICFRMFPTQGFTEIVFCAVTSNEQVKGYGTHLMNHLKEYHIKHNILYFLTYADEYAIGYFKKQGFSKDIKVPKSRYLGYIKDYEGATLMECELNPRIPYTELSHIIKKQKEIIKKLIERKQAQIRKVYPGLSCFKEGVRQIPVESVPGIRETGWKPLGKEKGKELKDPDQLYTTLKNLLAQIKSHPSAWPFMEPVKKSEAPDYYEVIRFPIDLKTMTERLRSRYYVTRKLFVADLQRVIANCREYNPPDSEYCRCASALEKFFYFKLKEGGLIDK
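Free CoA generated was detected with ThioGlo1 (50uM) fluorescence at Ex340nm/Em540nm, read immediately and after 20 min at room temperature. Enzyme, 20 nM in HEPES pH 7.5 buffer, saw compounds 15 min before adding 75uM H3(1-25) peptide and 70uM acetyl-CoA.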
DT40 TDP1 no CPT = qHTS for Inhibitors of human tyrosyl-DNA phosphodiesterase 1 (TDP1): qHTS in cells in absence of CPT | DT40 Tdp1-/- hTDP1 cells, no CPT, ATP luminescence, 48 h | Potency, µM (titrated, usually from 46.2 µM), for the others: at the highest dose activity change, negative = growth inhibition, hits mostly inhibitors | 420,000 tested, 15% active | AID 686978, 2013; note: nearly all actives have a fitted effect of over 55% in size
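Luminescent ATP content (CellTiter-Glo) served as the growth readout. Knockout chicken DT40 cells expressing human TDP1 were exposed to compounds without camptothecin for a minimum 48 hr at 37 °C.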
Active calls of the source: *; ? = inconclusive; . = not tested or not shown; [ ] = dose if it differs, or a comment. Calls come from the whole dose curve; as a rule, active = well fitted curve in the direction sought with a large enough effect; inconclusive = small, poorly fitted or top-dose-only effect, or another doubt; inactive = no such curve, though single readings can be large; an effect the other way counts as inactive or inconclusive. % is set by controls: 0 for no effect and ±100 for the full control effect; potency is the fitted concentration of half-maximal effect. An excerpt (hit frequency here may not be typical).

SMILES	TDP1 cell CPT	KAT2A inh	DT40 TDP1 no CPT
COc1cc([N+](=O)[O-])ccc1NC(=S)N1CCOCC1	0%	-2%	9%
C=C(C)COc1ccc2c3c(c(=O)oc2c1OCC(=C)C)CCC3	?	-3%	?
CCOC(=O)c1ccc(CSc2nncn2N)o1	-12%	.	-3%
CCOc1ccc(S(=O)(=O)NCCC(=O)NCC(C)(C)N2CCOCC2)cc1	5%	-3%	-7%
COc1ccc(Cn2cc(CN3CC(N4CCN(CCN(C)C)CC4)CS3(=O)=O)nn2)cc1 (centres undefined)	-2%	.	-18%
CCOC(=O)c1ccc(NC(=O)c2c(-c3c(F)cccc3Cl)noc2C)cc1	?	-17%	?
COc1ccccc1C(=O)N1CCNC(=O)C1CC(=O)Nc1cccc(C)c1 (centres undefined)	-2%	-3%	-6%
NS(=O)(=O)c1ccc(NC(=S)N2CCN(c3cccc(Cl)c3)CC2)cc1	?	2%	7.3µM*
O=C(NCCCCCCNC(=O)c1ccncc1)c1ccncc1	-18%	-2%	-24%
Cc1ccc(/C([O-])=C(/C(=S)NCc2ccccc2)[n+]2cccc(CO)c2)cc1[N+](=O)[O-]	-2%	-2%	-7%
C(=N\N1CCN(Cc2cccc3ccccc23)CC1)/c1cccs1	7%	-9%	?
CCN(CC(=O)NCc1ccc(F)cc1)C(=O)CN1CCN(c2ccccc2OC)CC1	-1%	0%	-22%
COc1cc(C(=O)NNC(=O)c2ccc3ccccc3n2)cc(OC)c1OC	?	-5%	?
COc1ccc(C2=NOC(C(=O)NCc3ccccn3)C2)cc1 (centres undefined)	-27%	0%	-29%
COc1ccccc1N1CC(C(=O)NCC2COc3ccccc3O2)CC1=O (centres undefined)	7%	0%	-1%
COc1ccc(CCN(C)C(=O)CCNS(=O)(=O)c2ccccc2C(F)(F)F)cc1OC	-18%	-5%	?
COc1cccc(COc2ccc3c(C)c(Cc4ccccc4)c(=O)oc3c2)c1	?	.	?
COc1ccc(CCNC(=O)CCOc2ccc(C(C)(C)C)cc2)cc1OC	?	.	?
CC(C)Oc1ccc(CCC(=O)NNC(=S)Nc2ccccc2)cc1	-23%	-4%	18µM*
COc1ccc(-c2nc3c(C)cc(Br)cn3c2CC(C)(C)C)cc1OC	-22%	.	-22%
CCN1CCN(CC2CC3C=CC2C3)CC1 (centres undefined)	-2%	29%	11%
CCC(=O)Nc1sc2c(c1C(N)=O)CCC2	-1%	0%	-13%
CCc1ccc(NC(=O)C2CCN(S(=O)(=O)c3c(C)noc3/C=C/c3ccco3)CC2)cc1	?	-2%	-28%
Cc1ccc(-c2nnc(N3CCN(c4ccccn4)CC3)c3ccccc23)cc1	?	-7%	?
CCc1ccc(C2C(C(C)=O)=C(C(=O)OC)Nc3nnnn32)cc1 (centres undefined)	?	-4%	2%

The final 2 records of the section before are carried over, then new ones follow.
SMILES	TDP1 cell CPT	KAT2A inh	DT40 TDP1 no CPT
Cc1ccc(-c2nnc(N3CCN(c4ccccn4)CC3)c3ccccc23)cc1	?	-7%	?
CCc1ccc(C2C(C(C)=O)=C(C(=O)OC)Nc3nnnn32)cc1 (centres undefined)	?	-4%	2%
CCSc1nc2sc3c(c2c(=O)n1-c1ccc(C)c(Cl)c1)CCN(C(C)=O)C3	?	-10%	?
S=C(NCCCN1CCOCC1)Nc1ccc(-c2nc3ccccc3[nH]2)cc1	-3%	0%	?
O=C(O)[C@H]1/C(=C/CO)O[C@@H]2CC(=O)N21	-1%	.	-14%
O=[N+]([O-])c1cc(NS(=O)(=O)c2ccc(Cl)nc2)ccc1Cl	?	-9%	16µM*
Cc1ccc(OCCn2c(CCNC(=O)C(C)C)nc3ccccc32)cc1	?	-1%	?
Cc1cc(Cl)cc2sc(=S)[nH]c12	-7%	.	-27%
COc1ccc(-c2nc3ccccc3s2)cc1NC(=O)c1ccc(F)cc1	?	-7%	?
CCOc1ccc(-c2cc(C(=O)N3CCN(c4ccccn4)CC3)c3ccccc3n2)cc1	5.8µM*	-28%	9.2µM*
CN1CC(c2ccccc2)C2(SC(=S)N(Cc3ccco3)C2=O)C12C(=O)Nc1ccccc12 (centres undefined)	-94%	-19%	11µM*
CC(C)C[C@H]1CNC(=S)N1CC1CCCN1C[C@H](CC(C)C)N1C[C@H](CC(C)C)N(CCc2ccccc2)C1=S (some centres undefined)	8.2µM*	.	5.8µM*
CN(Cc1nc2ccccc2n1C)C(=O)c1ccco1	-5%	-17%	19%
CC(C)NC(=O)C1(C)CCCN1C/C=C/c1ccccc1 (centres undefined)	21µM*	.	23µM*
CCSc1nc2c(c(=O)[nH]c(=O)n2C)n1CC(O)COc1ccccc1 (centres undefined)	?	1%	?
Cc1ccc(C2=Nc3ccccc3N=C(c3ccc(F)cc3)C2)c(O)c1	-21%	1%	?
O=C(c1ccco1)N1CCc2[nH]nc(-c3ccc(Cl)cc3)c2C1	-37%	-2%	-26%
CSCCC(NC(=O)COc1ccccc1)C(=O)N(C)CC(=O)Nc1ccc(Cl)cc1 (centres undefined)	?	-1%	?
O=C(O)c1cc(S(=O)(=O)Nc2ccccc2C(=O)O)ccc1O	2%	0%	-1%
O=C(Nc1ccn(Cc2ccccc2F)n1)c1ccc(COc2cccc(Br)c2)cc1	?	-2%	?
CCOC(=O)C1=NOC(Cn2cc(C(C)=O)c(=O)[nH]c2=O)C1 (centres undefined)	1%	0%	?
CCOc1ccc(-c2cnc3n2CCC3)cc1	?	-1%[0.501 µM]	?
COc1ccc(-c2nc3ccccc3c(=O)n2CCN2CCOCC2)cc1	-14%	3%	2%
Cc1cc(C(F)(F)F)nn1CC(=O)NCC1CCCO1 (centres undefined)	-13%	2%	-1%
CCc1ccc(CNC(=O)c2ccc(CSc3nc4ccncc4n3Cc3ccccc3)cc2)cc1	16µM*	-2%	23µM*
Fc1ccc(-c2nc(-c3cnccn3)no2)c(Cl)c1	1%	-5%	?
O=c1c([N+](=O)[O-])c(NC2CCCCC2)c2ccccc2n1-c1ccccc1	16µM*	5%	?

Continued (seven carried over from the part before).
SMILES	TDP1 cell CPT	KAT2A inh	DT40 TDP1 no CPT
CCOC(=O)C1=NOC(Cn2cc(C(C)=O)c(=O)[nH]c2=O)C1 (centres undefined)	1%	0%	?
CCOc1ccc(-c2cnc3n2CCC3)cc1	?	-1%[0.501 µM]	?
COc1ccc(-c2nc3ccccc3c(=O)n2CCN2CCOCC2)cc1	-14%	3%	2%
Cc1cc(C(F)(F)F)nn1CC(=O)NCC1CCCO1 (centres undefined)	-13%	2%	-1%
CCc1ccc(CNC(=O)c2ccc(CSc3nc4ccncc4n3Cc3ccccc3)cc2)cc1	16µM*	-2%	23µM*
Fc1ccc(-c2nc(-c3cnccn3)no2)c(Cl)c1	1%	-5%	?
O=c1c([N+](=O)[O-])c(NC2CCCCC2)c2ccccc2n1-c1ccccc1	16µM*	5%	?
CCOc1ccccc1OCC(=O)Nc1cc2c(cc1C(=O)O)OCCCO2	-5%	-1%	28%
CCN(CC)S(=O)(=O)c1cccc(C(=O)N[C@H](C(=O)OCC(=O)NC(=O)NC)C(C)C)c1	-12%	-7%	-6%
CCCC(C(=O)Nc1ccc(S(=O)(=O)N2CCOCC2)cc1)c1ccccc1 (centres undefined)	?	-10%	?
Cc1ccc(Sc2ncnc3onc(C)c23)cc1	?	1%	21µM*
CC1(C(=O)NCc2cccs2)Cc2c(-c3ccc4c(c3)OCO4)ccnc2O1 (centres undefined)	1.3µM*	.	2.3µM*
Cc1ccc(Cc2nc3ccccc3nc2SCC(=O)N2CCN(c3ccc(F)cc3)CC2)cc1	?	-6%	?
CCOC(=O)CNNC(=O)Nc1ccc(Cl)c(Cl)c1	-9%	2%	-17%
COc1cc(NS(=O)(=O)c2ccc(NC(=O)NC3CCCCC3)cc2)nc(OC)n1	-2%	3%	-3%
O=C(O)C1CCCN1C1=NS(=O)(=O)c2ccccc21 (centres undefined)	4%	-2%	18%
COc1ccc(CNS(=O)(=O)NCc2ccccc2)cc1OC	?	2%	?
Cc1onc(-c2c(Cl)cccc2Cl)c1C(=O)NC1CCCCC1	?	-3%	9.2µM*
Cc1ccc(Nc2nnns2)cc1C	-17%	-4%	-21%
O=C1NC[C@H](c2ccccc2)N(CCC23CC4CC(CC(C4)C2)C3)C1=O	?	-2%	?
CNC(=O)c1ccc(CSc2nc3cccnc3n2Cc2cccc(F)c2)cc1	3.7µM*	-3%	18µM*
S=C(NCc1cccnc1)Nc1ccc(Oc2ccccc2)cc1	?	-19%	?
CCOC(=O)CN(c1ccccc1)S(=O)(=O)c1ccc(F)cc1	-8%	-13%	-20%
COc1ccc(Cl)cc1N(CC(=O)N1CCC(C)CC1)S(C)(=O)=O	-5%	2%	-1%
CCN(CC)CCn1c(NCc2ccco2)nc2ccccc21	-17%	-5%	-13%
COc1ccc(C(=O)Nn2c(SCc3cccc([N+](=O)[O-])c3)nc3ccccc3c2=O)cc1	-3%	-8%	?
COCCN=C1Sc2nc3cc(C)c(C)cc3cc2CN1Cc1cccs1	?	-7%	?
Cc1ccc(S(=O)(=O)NC(=O)Nc2ccc(N(C)C)cc2)cc1	21µM*	-30%	16µM*
COc1cc(C2C3=C(CC(C)(C)CC3=O)Nc3ccccc3N2C(C)=O)cc(OC)c1OC (centres undefined)	6%	-4%	2%
O=C(c1cccc(S(=O)(=O)N2CCOCC2)c1)N1CCN(S(=O)(=O)c2cccs2)CC1	4%	-11%	-24%
O=C(NCc1cccs1)Nc1cccc(Cl)c1	-20%	.	-5%
CN(C)CC(C)(C)CNC(=S)NCc1ccc2c(c1)OCO2	-15%	2%	-11%
Next section
SMILES	TDP1 cell CPT	KAT2A inh	DT40 TDP1 no CPT
CC1(C)OC(=O)C(=CNC(Cc2c[nH]c3ccccc23)C(=O)O)C(=O)O1 (centres undefined)	-1%	-2%	2%
O=C(Nc1cc(S(=O)(=O)N2CCOCC2)ccc1N1CCCCC1)c1ccc(Cl)cc1	18µM*	-26%	13µM*
C#CCOCCOCCOCCNc1nc(N2CCN(C(=O)[C@H](CCCN=C(N)N)n3cc(C(N)[C@@H](C)CC)nn3)CC2)nc(N2CCN(C(=O)[C@H](CC(N)=O)n3cc([C@@H](N)CC(N)=O)nn3)CC2)n1 (some centres undefined)	?	3%	-10%
COc1ccc(CCN2C(=O)CN(C3CCCCCC3)C(=O)C2c2ccc(C)cc2)cc1OC (centres undefined)	?	-6%	23µM*
CCn1c(COc2ccc3c(c2)OCO3)nnc1SCC(=O)c1ccc(Cl)cc1	?	-3%	-14%
CCn1c(=O)cc(SCC(=O)Nc2ccc(Cl)cc2)c2ccccc21	20%	-1%	-17%
O=C1CCC(CCC(=O)N2CCCC(C(=O)c3ccc4c5c(cccc35)CC4)C2)=NN1 (centres undefined)	?	-1%	-24%
O=C(COC(=O)c1ccccc1F)NC1CCCC1	2%	-3%	-12%
CCC1(C2CCN(Cc3cccc4ccccc34)CC2)NC(=O)N(Cc2ccc3c(c2)OCO3)C1=O (centres undefined)	?	.	?
Cc1cccc(NC(=O)CSc2nccn2Cc2ccc(F)cc2)c1C	-11%	-1%	-7%
Cc1c(C(=O)NCc2ccccc2)oc2c1C(=O)CCC2	9%	-9%	-17%
CCN1C(=O)N[C@@H](c2ccco2)C(C(C)=O)=C1C	-1%	.	1%
C#CCn1c(C2CC(=O)N(c3ccc(OCC)cc3)C2)nc2ccccc21 (centres undefined)	?	-8%	?
O=C(C[N+]12CN3CN(CN(C3)C1)C2)c1ccc(Cl)cc1	?	.	?
Clc1ccc(CSc2ccc(-c3ccco3)nn2)cc1	6%	-1%	18%
CCN(CC)C(=O)CSc1nnc(-c2cccnc2)n1Cc1ccccc1	24%	-6%	-9%
O=C(COC(=O)c1cc2ccccc2cc1O)NC(=O)NCc1ccco1	11%	-5%	-17%
COc1ccc(C(CCN2CCN(c3ccccc3)CC2)c2c(OC)cc(OC)c3c(-c4ccccc4)cc(=O)oc23)cc1 (centres undefined)	?	-13%	?
O=C(c1cc(=O)c2cc(Cl)ccc2o1)N1CCN(Cc2ccccc2)CC1	?	3%	-19%
